From PubChem
PKM2 activator: activators of human pyruvate kinase M2; Potency, µM (top dose mostly 57.5 µM), without a hit: top-dose activation, most hits filed as activators; 260,000 compounds, 0.34% hits; P14618; purified PKM2, Kinase-Glo ATP luminescence, activation; response scale: 0% is enzyme alone, no compound; note: potency is the fitted concentration of half-maximal effect; % is set by controls: 0 for no effect and ±100 for the full control effect; nearly all actives have a fitted effect of over 55% in size
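Purified hPK-M2 (>95% pure) converted ADP (0.1 mM final) to ATP with 0.5 mM PEP in 50 mM imidazole pH7.2, KCl, MgCl2, Tween 20, BSA; 1 h at room temperature. ATP detected by Kinase-Glo luminescence.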
KCNH2 3.1 inh: blocks the human KCNH2 3.1 channel isoform. U2OS KCNH2 3.1, thallium flux FluxOr; active compounds read low. activity change, % (tested at about 1.8 µM). 340,000 compounds, 0.95% hits;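 active = maximum activity change below -70%; inconclusive = maximum activity change from -70% to -50%; inactive = maximum activity change above -50%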;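 note: thallium influx rate constant from kinetic fluorescence after stimulation buffer; % is set by controls: 0 for no effect and ±100 for the full control effect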
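Normalized rate constant (relative to positive and negative DMSO controls) derived from a 2 min kinetic fluorescence read after stimulation; U2OS cells expressing the 3.1 isoform via virus at 1.77 x 10^8 /mL.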
VP16 counter: Gal4-VP16 reporter inhibition counter-screen | Drosophila S2 Gal4-VP16 UAS-luciferase, luminescence, 20 h | Potency, µM (doses to about 53.6 µM), for inactives: top-dose activity, negative = inhibition, actives largely listed as inhibitors | AID 2546 | 310,000 compounds, 3.5% hits;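 note: Gal4-VP16 expression switched on by copper sulfate through the metallothionein promoter; potency is the fitted concentration of half-maximal effect; % is set by controls: 0 for no effect and ±100 for the full control effect; nearly all actives have a fitted effect of over 50% in size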
Rab9 promoter act: activators of Rab9 promoter | Huh7 Rab9 promoter-luciferase reporter, luminescence, 24 h | Potency, µM (titrated, usually from 9.22 µM), inactives show at the top dose activation, negative = inhibition, hits mostly activators | 320,000 compounds, 2.8% hits | AID 485297; note: potency is the fitted concentration of half-maximal effect; % of control where 0% means no effect; nearly all actives have a fitted effect of over 60% in size
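Stable Rab9-luc Huh7, 1500 cells/well, 2 h settle; cmpd in DMSO, 24 h, 37 °C/5% CO2; luciferase reagent 10 min RT; luminescence.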
Menin-MLL TR inh: inhibitors of human menin-MLL interaction, mutant MLL peptide; Menin + Texas Red MLL mutant peptide, fluorescence polarization; Potency, µM (titrated, usually from 61.6 µM), for inactives: at the top dose FP activity change, negative = inhibition, actives largely listed as inhibitors; 270,000 compounds, 0.23% hits; AID 1768; active = well fitted inhibition curve with a large enough effect in the polarisation, with a control signal flat, not every such curve was filed as active; inconclusive = small, poorly fitted or top-dose-only effect, or effect the other way, or a change in a side signal; inactive = no such curve, though single readings can be large or run the other way; the % refers to the polarisation; note: potency is the fitted concentration of half-maximal effect; % of control where 0% means no effect; many of its hits are not listed in these tables
Target sequence (O00255 whole entry, looked up): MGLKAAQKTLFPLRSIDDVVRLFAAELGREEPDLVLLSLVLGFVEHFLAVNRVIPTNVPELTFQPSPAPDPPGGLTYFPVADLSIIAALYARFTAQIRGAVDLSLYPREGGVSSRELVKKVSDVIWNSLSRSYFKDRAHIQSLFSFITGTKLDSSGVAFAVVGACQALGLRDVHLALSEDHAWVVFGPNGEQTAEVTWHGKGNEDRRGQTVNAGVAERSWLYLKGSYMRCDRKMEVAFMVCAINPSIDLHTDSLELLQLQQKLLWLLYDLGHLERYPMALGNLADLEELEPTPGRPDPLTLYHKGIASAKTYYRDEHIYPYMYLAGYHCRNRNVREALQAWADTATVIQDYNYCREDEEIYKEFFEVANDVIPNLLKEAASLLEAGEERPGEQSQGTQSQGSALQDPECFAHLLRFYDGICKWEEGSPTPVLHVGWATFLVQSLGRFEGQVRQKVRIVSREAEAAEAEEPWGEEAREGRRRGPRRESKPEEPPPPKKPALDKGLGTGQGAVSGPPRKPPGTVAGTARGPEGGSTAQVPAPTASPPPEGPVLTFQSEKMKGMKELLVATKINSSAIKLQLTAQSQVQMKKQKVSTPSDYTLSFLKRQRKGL
NPC1 prom act: activators of NPC1 promoter | Huh7 NPC1 promoter luciferase reporter, 24 h | Potency, µM (top dose mostly 9.22 µM), without a hit: top-dose activation, usual class: activators | 320,000 compounds, 2.4% hits | AID 485313;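 note: potency is the fitted concentration of half-maximal effect; % of control where 0% means no effect; nearly all actives have a fitted effect of over 60% in size; reporter is driven by a mutant NPC1 promoter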
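Luciferase expression driven by the NPC1 promoter was measured in stably transfected Huh7 cells after a 24 h compound incubation, using a luciferase reagent and a luminescence read.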
ELG1 DNA repair: blocks ELG1-dependent DNA repair in HEK293T cells | 330,000 compounds, 2.3% hits | Potency, µM (highest dose often 46.1 µM), for the others: at the highest dose activity change, negative = inhibition, actives largely listed as inhibitors | HEK293T ELG1-luciferase reporter, luminescence, 16 h; DNA damage induced by 5-fluorouridine; note: potency is the fitted concentration of half-maximal effect; % is set by controls: 0 for no effect and ±100 for the full control effect; nearly all actives have a fitted effect of over 55% in size
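Quantitative HTS, concentration-response format. 2,000 cells/well co-treated with 5-fluorouridine and compound, 16 hr in 5% CO2 at 37 °C; ONE-Glo luminescence read after 30 min.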
MBNL1 CUG block: inhibitors of human MBNL1 binding to CUG repeat RNA. Q9NR56. TR-FRET MBNL1-His/biotin-(CUG)12 binding, 665/545 ratio. Potency, µM (top dose mostly 57.5 µM), inactives show at the highest dose activity change, negative = inhibition, hits mostly inhibitors. 280,000 compounds, 0.036% hits. AID 2675; active = well fitted inhibition curve with a large enough effect in the signal ratio, with a control signal flat, not every such curve was filed as active; inconclusive = small, poorly fitted or top-dose-only effect, or effect the other way, or a change in a side signal; inactive = no such curve, though single readings can be large or run the other way; the % refers to the signal ratio; note: potency is the fitted concentration of half-maximal effect; % is set by controls: 0 for no effect and ±100 for the full control effect
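Ratiometric TR-FRET (665 over 545 nm, excitation 340 nm) tracks disruption of MBNL1-His/biotin-(CUG)12 complex after 60 min at room temperature, with compounds at 92 nM to 58 uM final.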
FLuc counter: counter-screen for miR-21 project: firefly luciferase inhibitors or activators. purified FLuc, Km substrates, luminescence inhibition. Potency, µM (top dose mostly 57.5 µM), for the others: at the top dose activity change, negative = inhibition, usual class: inhibitors. 360,000 compounds, 6.9% hits;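 note: potency is the fitted concentration of half-maximal effect; plate controls were vehicle for no effect and reference inhibitor for full effect; nearly all actives have a fitted effect of over 55% in size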
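Purified P. pyralis luciferase, 10 nM final, with Km-level 10 uM D-luciferin and 10 uM ATP in 50 mM Tris acetate pH 7.5, 10 mM Mg acetate, 0.01% Tween-20, 0.05% BSA; 6-point qHTS titration about 60 µM downward; luminescence read.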
RORg inh: ROR gamma (mouse) transcription inhibition. Drosophila S2 Gal4-RORgamma UAS-luciferase reporter, 20 h. Potency, µM (series often up to 53.6 µM), for inactives: at the top dose activity change, negative = inhibition, most hits filed as inhibitors. 310,000 compounds, 5.4% hits; note: potency is the fitted concentration of half-maximal effect; % is set by controls: 0 for no effect and ±100 for the full control effect; nearly all actives have a fitted effect of over 60% in size
Target sequence (P51450 whole entry, looked up, the tested form may be a part): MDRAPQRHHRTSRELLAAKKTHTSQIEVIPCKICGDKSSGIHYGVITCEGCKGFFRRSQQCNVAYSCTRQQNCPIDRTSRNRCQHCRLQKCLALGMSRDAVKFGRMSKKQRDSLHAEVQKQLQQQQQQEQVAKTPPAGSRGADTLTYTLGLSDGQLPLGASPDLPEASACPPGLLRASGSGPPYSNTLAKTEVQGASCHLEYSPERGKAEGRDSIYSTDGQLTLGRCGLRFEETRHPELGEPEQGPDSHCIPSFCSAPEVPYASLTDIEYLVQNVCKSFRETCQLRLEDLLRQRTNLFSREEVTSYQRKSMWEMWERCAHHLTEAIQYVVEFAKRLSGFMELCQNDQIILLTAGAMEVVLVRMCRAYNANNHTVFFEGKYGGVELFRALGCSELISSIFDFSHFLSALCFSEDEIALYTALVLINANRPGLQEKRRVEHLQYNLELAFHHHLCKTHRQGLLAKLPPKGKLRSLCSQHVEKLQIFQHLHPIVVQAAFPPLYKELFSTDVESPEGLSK
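Schneider cells (Drosophila), stable Gal4 DBD–ROR gamma + UAS-luc; 1 hr cmpd preincubation; Cu2+ induction 700 uM final; 20 hr ambient; luminescence.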
Mito fusion act: blocks mitochondrial division or promotes mitochondrial fusion | 320,000 compounds, 0.23% hits | Potency, µM (series often up to 46.1 µM), for the others: at the top dose growth rescue (activation), usual class: activators | S. cerevisiae fusion-defective mutant growth rescue, CellTiterGlo 48 h;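 note: potency is the fitted concentration of half-maximal effect; % of control where 0% means no effect; nearly all actives have a fitted effect of over 45% in size; temperature-sensitive fusion mutants such as fzo1-1 at 37 °C on non-fermentable ethanol glycerol medium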
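Growth-rescue viability read-out: after 48 h at the non-permissive 37C in glycerol/ethanol YPEG, yeast mitochondrial fusion mutants are measured by CellTiterGlo luminescence; compounds (23 nl pinned per well) restoring growth score as division inhibitors or fusion activators.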
An asterisk follows results filed as active; ? = inconclusive; . = not tested or not shown; & = joins results of further samples; [ ] = remark or other dose. Unless noted, calls come from the whole dose curve; as a rule, active = well fitted curve in the direction sought with a large enough effect; inconclusive = small, poorly fitted or top-dose-only effect, or another doubt; inactive = no such curve, though single readings can be large; an effect the other way counts as inactive or inconclusive.

SMILES | PKM2 activator | KCNH2 3.1 inh | VP16 counter | Rab9 promoter act | Menin-MLL TR inh | NPC1 prom act | ELG1 DNA repair | MBNL1 CUG block | FLuc counter | RORg inh | Mito fusion act
CC1CCN(C(=O)CSC2=NS(=O)(=O)c3cc(F)ccc3N2)CC1 | . | -23 | . | -6% | . | 1% | ? | . | 3% | . | 0%
O=C(COc1ccccc1Cl)Nc1cc(Cl)ccc1O | 0% | -3 | 2% | -10% | 19% | -1% | 2% | -5% | 5% | -6% | 3%
CCOC(=O)Cn1c(=NC(=O)c2cc(-c3cccs3)nc3ccccc23)sc2cc(S(N)(=O)=O)ccc21 | 0% | -25 | 11µM* | -3% | ? | -5% | ? | 20% | 0% | 16µM* | 0%
Cc1ccc2cc(C3CC(c4ccco4)=NN3C(=O)CCCC(=O)O)c(Cl)nc2c1 (stereo unspecified) | -4% | 0 | -11% | 1% | . | -1% | 3% | . | 0% | 7% | 0%
CC(OC(=O)c1cccc(-n2cnnn2)c1)C(=O)N(C)c1ccccc1 (stereo unspecified) | -4% | 10 | 2% | -3% | . | -5% | -2% | -1% | 6% | -7% | 0%
CC1CCCCC12NC(=O)N(CC(=O)c1ccc[nH]1)C2=O (stereo unspecified) | 1% | 5 | 2% | -1% | -11% | -3% | 11% | -3% | 3% | -1% | -1%
O=c1[nH]c(Cc2ccc(F)cc2)nc2scc(-c3ccc(F)cc3)c12 | -8% | -27 | -21% | 0% | -12% | -1% | -2% | 85%[activator] | -13% | ? | 1%
Cc1cccc(-c2nnc3n2N=C(c2ccccc2Br)CS3)c1 | 1% | 1 | ? | -7% | ? | 1% | -25% | 4% | -6% | ? | -1%
CCOC(=O)c1[nH]c2ccc(OC)cc2c1NC(=S)N1CCN(c2ccccc2)CC1 | -12% | -21 | -19% | -2% | ? | 0% | ? | ? | -3% | -3% | -4%
CCCC(=O)Nc1nc2ccc(S(=O)(=O)N3CCCCC3)cc2s1 | -7% | -3 | -2% | -12% | ? | -27% | ? | 26% | 0% | 23% | 0%
O=C(/C=C/c1ccccc1)NC(=S)N1CCSCC1 | -6% | -9 | 10µM* | -6% | 9% | -1% | 13% | -7% | -14% | 7.9µM* | 1%
Nc1c(-c2ccccn2)cnn1-c1nc(-c2ccc(F)cc2)cs1 | -2% | -12 | -14% | 7% | ? | 24% | 20% | -2% | 9.5µM* | 5µM* | 1%
COc1ccc(OC)c(S(=O)(=O)N2CCC(C(=O)N3CCc4ccccc4C3)CC2)c1 | 2% | -4 | 0% | -2% | -9% | -3% | ? | 5% | -1% | -1% | 10%
Cc1ccccc1C(=O)NNC1CC(=O)N(c2ccc3c(c2)OCCO3)C1=O (stereo unspecified) | 1% | -2 | 4% | -5% | -3% | 2% | 1% | . | 2% | 4% | -7%
Nc1ccc2oc3ccccc3c2c1 | 0% | -18 | 18% | ? | ? | ? | ? | -7% | ? | 29% | 4%
CC(C)(C)c1ccc(C(=O)Nc2cccc(C(=O)N3CCOCC3)c2)cc1 | 0% | -24 | ? | 0.89µM* | 3% | 1.3µM* | ? | 0% | 0.54µM* | -25% | 0%
O=C(CN1CCN(c2cccc(C(F)(F)F)c2)CC1)NCc1ccccc1 | 0% | -9 | . | -2% | -3% | 2% | -3% | -3% | 2% | . | 2%
Nc1cc(=O)nc(SCC(=O)Nc2ccccc2)n1-c1ccccc1 | 5% | -20 | -11% | 2% | 9% | -2% | 21% | 3% | 2% | 2% | -2%
CCOC(=O)C1=C(COC(=O)CNC(=O)c2ccc(C(C)(C)C)cc2)NC(=O)NC1C (stereo unspecified) | . | -6 | . | 14% | . | 2% | ? | . | ? | . | 0%
COc1ccccc1N1CCN(c2ccc3cc(S(=O)(=O)N4CCCCC4)ccc3n2)CC1 | 0% | -21 | -2% | -9% | 23% | -9% | -16% | -4% | -1%&-2% | 5% | 16%
COc1ccc(CCNc2cc(N3CCN(C(=O)c4ccccc4F)CC3)ccc2[N+](=O)[O-])cc1OC | -1% | -19 | 10µM* | -40%[inhibitor] | -27% | -32%[inhibitor] | 4.1µM* | ? | 2% | 42% | 2%
CN1CCN(S(=O)(=O)c2ccc(Cl)c3ccccc23)CC1 | . | 1 | 1% | -1% | . | 2% | 7% | 10% | -2% | 6% | -2%
CCc1ccc(N(C(C)=O)c2nc(CCl)cs2)cc1 | 1% | 8 | -3% | 2% | -16% | 4% | 24% | -10% | -14% | 10% | -3%
COc1ccc(C2=NS(=O)(=O)N(C)C(C(=O)Nc3cc(OC)c(OC)c(OC)c3)=C2)cc1 | . | -5 | -20% | 1% | . | -4% | ? | ? | ? | 32% | -4%
CCOC(=O)CCc1c(C)c(C#N)c2[nH]c3ccccc3n2c1=O | -17% | -8 | ? | -6% | 15% | 0% | ? | 42%[activator] | 5% | -16% | ?
SMILES | PKM2 activator | KCNH2 3.1 inh | VP16 counter | Rab9 promoter act | Menin-MLL TR inh | NPC1 prom act | ELG1 DNA repair | MBNL1 CUG block | FLuc counter | RORg inh | Mito fusion act
CCOc1ccccc1C1N(c2ccc(F)cc2)C(=O)C2CCCN21 (stereo unspecified) | -3% | 2 | 10% | -7% | -6% | 1% | 0% | -2% | 0% | -37% | -6%
CSc1nncc(-c2ccc(F)cc2)n1 | -2% | 6 | -6% | 8% | -5% | 9% | 15% | ? | -1% | -21% | 6%
COc1ccc(COC(=O)NNC(=O)c2ccc(OC)cc2)cc1 | -5% | -6 | 0% | 0% | -1% | -1% | 10% | ? | -3% | 30% | -8%
CCCCOc1ccc(-c2nnn(C(C)(C)C(=O)OC)n2)cc1 | -4% | -1 | -4% | 3% | 0% | 12% | ? | -2% | ? | -23% | 6%
COC(=O)c1c(NC(=O)CN2CCC3(O)CCCCC3C2c2ccccc2OC)sc(C)c1C (stereo unspecified) | 6% | -24 | -4% | -3% | 15% | -6% | ? | 13% | -1% | -1% | 0%
S=c1nc(COc2ccccc2)[nH]c2ccccc12 | . | -20 | 18µM* | ? | ? | ? | ? | 48%[activator] | 24µM* | 1.6µM* | -14%
O=C(CNC(=O)c1ccncc1)N/N=C/c1cc(Br)ccc1OCc1ccccc1 | 0% | -5 | 2% | -1% | . | 4% | ? | 4% | -11% | 6% | 4%
COCc1nnc(NC(=O)c2ccc(S(=O)(=O)N(C)C3CCCCC3)cc2)o1 | 2% | 12 | 4.5µM* | -5% | 11% | 0% | -14% | 12% | 4% | 1.6µM* | 1%
Cc1[nH]nc2c1C(c1ccccc1F)NC2=O (stereo unspecified) | 1% | 11 | 9% | -10% | 3%[11.7 µM] | 1% | 8% | 0% | 3% | 5% | -2%
COc1ccccc1N=C(C)C1=C(O)CC(c2ccccc2)CC1=O (stereo unspecified) | -3% | 10 | 24% | -35%[inhibitor] | -21% | -14% | -9% | 0% | 0% | -11% | -6%
Cc1cccc(NC(=O)CSCC(=O)N(CCC(C)C)c2c(N)n(Cc3ccccc3)c(=O)[nH]c2=O)c1 | . | 9 | . | -6% | . | -3% | ? | . | 2% | . | -10%
Cc1ccc2c(c1)N(CC(=O)NCCCc1ccccc1)C(=O)c1cccnc1O2 | 21% | 12 | 0% | 0% | -8% | -1% | ? | 6% | 3% | 19% | 1%

An excerpt from above in order of SMILES length, ascending.
SMILES | PKM2 activator | KCNH2 3.1 inh | VP16 counter | Rab9 promoter act | Menin-MLL TR inh | NPC1 prom act | ELG1 DNA repair | MBNL1 CUG block | FLuc counter | RORg inh | Mito fusion act
O=C(CN1CCN(c2cccc(C(F)(F)F)c2)CC1)NCc1ccccc1 | 0% | -9 | . | -2% | -3% | 2% | -3% | -3% | 2% | . | 2%
O=c1[nH]c(Cc2ccc(F)cc2)nc2scc(-c3ccc(F)cc3)c12 | -8% | -27 | -21% | 0% | -12% | -1% | -2% | 85%[activator] | -13% | ? | 1%
CCOC(=O)c1[nH]c2ccc(OC)cc2c1NC(=S)N1CCN(c2ccccc2)CC1 | -12% | -21 | -19% | -2% | ? | 0% | ? | ? | -3% | -3% | -4%

The list is partial, so the mix of outcomes need not match the whole.
